TRPV1 ag = agonists of human vanilloid receptor 1 (TRPV1). activation, % at 8.33 µM. TRPV1-expressing cells, Fluo-8 calcium influx, agonist mode. Q8NER1. 320,000 tested, 0.19% active; in the data active means activation above about 80%; inconclusive means between about 30% and that limit; further: 0% is about no effect
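Fluo-8 calcium influx in TRPV1-expressing cells, kinetic read (ex 480/em 520 nm). Compound added and read 3 min for agonist activity, followed by capsaicin at EC20 final and 2 min further read for enhancement.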
Coupling enz = counter-screen for Giardia aldolase inhibitors: coupling enzyme system; activity change, negative = inhibition, % at 58.2 µM, hits read low; 290,000 tested, 0.67% active; coupling enzyme system counterscreen, AmpLite Red fluorescence; AID 2472; in the data active means activity change below about -30%; further: on the % scale 0 is the no-effect control and ±100 the full control effect
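Final compound at 57.5 uM, incubated 10 min at RT with coupling enzyme reagent (glyceraldehyde-3-phosphate), then 20 min with substrate and AmpLite Red detection. Fluorescence read at 525/598 nm; tests interference with the coupling assay, not aldolase inhibition.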
GALK inhibitor = inhibitors of human galactokinase | Purified GALK, Kinase-Glo residual ATP luminescence | 270,000 tested, 0.007% active | Potency, µM (series often up to 57.5 µM), inactives show top-dose activity change, negative = inhibition, hits mostly inhibitors; further: potency means the concentration at half of the fitted maximal effect; on the % scale 0 is the no-effect control and ±100 the full control effect
Target sequence (P51570 whole entry, looked up): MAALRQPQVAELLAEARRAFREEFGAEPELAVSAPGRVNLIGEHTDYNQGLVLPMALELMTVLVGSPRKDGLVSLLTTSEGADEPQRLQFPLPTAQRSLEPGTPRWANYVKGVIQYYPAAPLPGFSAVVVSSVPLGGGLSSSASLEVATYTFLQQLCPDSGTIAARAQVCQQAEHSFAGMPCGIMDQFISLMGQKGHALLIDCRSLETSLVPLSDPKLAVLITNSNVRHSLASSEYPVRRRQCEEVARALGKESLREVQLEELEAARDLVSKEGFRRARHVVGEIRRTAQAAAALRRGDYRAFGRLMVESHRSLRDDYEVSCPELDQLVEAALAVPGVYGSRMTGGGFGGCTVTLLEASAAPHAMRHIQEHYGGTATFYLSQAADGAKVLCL
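Kinase-Glo Plus luminescence measured ATP left after a 1 h room-temperature reaction. The reaction used 5 nM GALK, 100 uM galactose and 35 uM ATP at pH 8.0 (20 mM HEPES, 5 mM MgCl2, 60 mM NaCl, 1 mM DTT, 0.01% BSA).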
Menin-MLL TR inh = displaces Texas Red mutant MLL peptide from human menin; O00255; Menin + Texas Red MLL mutant peptide, fluorescence polarization; Potency, µM (highest dose often 61.6 µM), inactives show at the top dose FP activity change, negative = inhibition, actives largely listed as inhibitors; 270,000 tested, 0.23% active; active means well fitted inhibition curve with a large enough effect in the polarisation, with a control signal flat, not every such curve was filed as active; inconclusive means small, poorly fitted or top-dose-only effect, or effect the other way, or a change in a side signal; inactive means no such curve, though single readings can be large or run the other way; the % refers to the polarisation; further: potency means the concentration at half of the fitted maximal effect; % of control where 0% means no effect; many of its hits are not listed in these tables
Giardia kill = Giardia lamblia killing; Giardia lamblia trophozoite viability; activity change, % at 7.66 µM, hits read low; 340,000 tested, 0.15% active; in the data active means activity change below about -80%; inconclusive means between about -30% and that limit;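 further: parasites exposed to compound for two days anaerobically before the ATP read; on the % scale 0 is the no-effect control and ±100 the full control effect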
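Anaerobic 48 hrs incubation at 37 deg C of 100 trophozoites/well with test compounds; ATPLite 1-Step luminescence, 15-30 min RT, reports cellular ATP as viability.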
B2AR arrestin = agonists driving beta-arrestin recruitment to human beta2-adrenergic receptor; P07550; beta-arrestin recruitment to beta2AR, cell-based reporter; Potency, µM (doses to about 46.1 µM), without a hit: at the top dose activation, most hits filed as activators; 330,000 tested, 0.02% active;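 further: potency means the concentration at half of the fitted maximal effect; 0% = DMSO controls and full agonism = EC100 isoproterenol or metaproterenol; nearly all actives have a fitted effect of over 65% in size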
Target sequence (P07550 whole entry, looked up): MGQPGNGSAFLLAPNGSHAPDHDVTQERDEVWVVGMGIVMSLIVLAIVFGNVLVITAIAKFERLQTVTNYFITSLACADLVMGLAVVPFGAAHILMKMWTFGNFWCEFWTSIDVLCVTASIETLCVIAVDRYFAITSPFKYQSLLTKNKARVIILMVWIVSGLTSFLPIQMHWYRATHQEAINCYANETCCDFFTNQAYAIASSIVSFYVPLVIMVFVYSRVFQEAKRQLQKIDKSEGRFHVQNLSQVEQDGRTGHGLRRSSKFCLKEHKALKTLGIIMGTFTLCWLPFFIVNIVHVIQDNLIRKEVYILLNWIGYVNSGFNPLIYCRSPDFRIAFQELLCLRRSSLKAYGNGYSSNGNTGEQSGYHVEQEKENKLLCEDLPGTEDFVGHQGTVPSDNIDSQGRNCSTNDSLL
MLL CXXC-DNA inh = MLL CXXC-DNA interaction inhibition. Q03164. MLL-CXXC / FITC-HOXA9 DNA fluorescence polarization. Potency, µM (titrated, usually from 115 µM), for inactives: at the top dose activity change, negative = inhibition, usual class: inhibitors. 290,000 tested, 0.037% active; active means well fitted inhibition curve with a large enough effect in the polarisation, with a control signal flat, not every such curve was filed as active; inconclusive means small, poorly fitted or top-dose-only effect, or effect the other way, or a change in a side signal; inactive means no such curve, though single readings can be large or run the other way; the % refers to the polarisation; further: potency means the concentration at half of the fitted maximal effect
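Fluorescence polarization: 7 uM MLL-CXXC (stock) preincubated 5 min with compounds, then 50 nM fluorescein-HOX-A9 DNA (stock) added; 30 min ambient. Buffer 50 mM Tris-HCl pH 7.5, 50 mM NaCl, 1 mM DTT, 0.05% BSA.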
KCNH2 3.1 inh = blocks the human KCNH2 3.1 channel isoform. U2OS KCNH2 3.1, thallium flux FluxOr; hits give low values. activity change, % (tested at about 1.8 µM). 340,000 tested, 0.95% active;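 active means maximum activity change below -70%; inconclusive means maximum activity change from -70% to -50%; inactive means maximum activity change above -50%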;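 further: thallium influx rate constant from kinetic fluorescence after stimulation buffer; on the % scale 0 is the no-effect control and ±100 the full control effect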
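Normalized rate constant (relative to positive and negative DMSO controls) derived from a 2 min kinetic fluorescence read after stimulation; U2OS cells expressing the 3.1 isoform via virus at 1.77 x 10^8 /mL.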
hERG WT inh = inhibitors of human wildtype KCNH2 potassium channel. Q12809. U2OS, BacMam KCNH2, thallium flux FluxOr; hits give low values. activity change, % at 1.84 µM. 340,000 tested, 0.37% active;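 active means maximum activity change below -70%; inconclusive means maximum activity change between -70% and -50%; inactive means maximum activity change above -50%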; further: on the % scale 0 is the no-effect control and ±100 the full control effect
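U2OS cells were transduced with wild-type KCNH2 virus (2.03 x 10^8 / mL) for 4 h at room temperature, then cultured overnight at 37 C. Thallium flux was read with FluxOr dye. Rate constants were normalized to DMSO controls.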
PKM2 act = activators of human pyruvate kinase M2 | purified PKM2, Kinase-Glo ATP luminescence, activation; response scale: 0% is enzyme alone, no compound | P14618 | 260,000 tested, 0.34% active | Potency, µM (titrated, usually from 57.5 µM), without a hit: at the highest dose activation, hits mostly activators | AID 1631; further: potency means the concentration at half of the fitted maximal effect; on the % scale 0 is the no-effect control and ±100 the full control effect; nearly all actives have a fitted effect of over 55% in size
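Purified hPK-M2 (>95%) run at intermediate activity with 0.1 mM ADP and 0.5 mM PEP in 50 mM imidazole pH 7.2, KCl, MgCl2; 1 h room temperature. ATP formed read by Kinase-Glo luminescence; normalized to uninhibited and no-enzyme controls.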
USP2a block = inhibitors of human ubiquitin-specific protease USP2a; 330,000 tested, 0.01% active; O75604; Potency, µM (highest dose often 38.3 µM), for inactives: at the top dose activity change, negative = inhibition, actives largely listed as inhibitors; AID 463254; USP2 core, Ub-CHOP2 coupled fluorogenic reporter, 485/531;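 further: potency means the concentration at half of the fitted maximal effect; plate controls were DMSO wells for no effect and full inhibition by NEM control for full effect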
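USP2 core (10nM final) preincubated 30min RT with compound in 20mM Tris-HCl pH 8.0, 2mM CaCl2, 2mM beta-mercaptoethanol, 0.05% CHAPS; 25nM Ub-CHOP2 plus 25nM reporter substrate added, fluorescence (Ex485/Em531) read after 60min.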
* hit, by the source's call; i = inactive; ? = inconclusive; . = no result given; [ ] = dose if it differs, or a comment. Unless noted, the call rests on the fitted dose curve; in most records, active means well fitted curve in the direction sought with a large enough effect; inconclusive means small, poorly fitted or top-dose-only effect, or another doubt; inactive means no such curve, though single readings can be large; an effect the other way counts as inactive or inconclusive.

SMILES	TRPV1 ag	Coupling enz	GALK inhibitor	Menin-MLL TR inh	Giardia kill	B2AR arrestin	MLL CXXC-DNA inh	KCNH2 3.1 inh	hERG WT inh	PKM2 act	USP2a block
CCCCCC(=O)N1CC2(CC(c3cccc(NC(=O)c4ccccc4)c3)=NO2)C[C@@H]1C(N)=O (stereo not given in full)	1	2	0%	17%	-2	-0.9%	3%	2	3	1%	5%
Cc1nc(SCC(=O)NC(C)c2ccccc2)c2oc3ccccc3c2n1 (stereo not given)	10	6	0%	-2%	-3	-0.6%	14%	-1	-3	-1%	1%
CCOC(=O)c1cnn(-c2ccccc2)c1N	0	4	1%	2%	10	-0.1%	0%	2	-15	-8%	1%
CC1CC(=O)N(c2ccc(Br)cc2)C(=O)C1	2	3	1%	.	-4	-0.7%	0%	?	1	-3%	2%
Cc1ccc(S(=O)(=O)NCCC(=O)Nc2cc(F)ccc2C)cc1C	9	-1	4%	0%	-20	-0.5%	-3%	3	-26	.	-1%
CC(C)c1nnc(NC(=O)CSc2nnc(-c3ccco3)o2)s1	1	-6	0%	-10%	-17	-1.1%	0%	-3	-12	8%	7%
COC(=O)c1c(NC(=O)C2CCCO2)sc2c1CCC2 (stereo not given)	7	3	1%	-6%	-24	2.6%	1%	6	-14	-2%	-4%
O=C(Nc1ccc(S(=O)(=O)N2CCc3ccccc3C2)cc1)c1ccccc1	22	-3	1%	.	0	-1.3%	16%	4	-10	-7%	1%
COc1cc2c(cc1OC)C(C)N(C(=O)c1cc3c(s1)-c1ccccc1OC3)CC2 (stereo not given)	11	2	.	18%	15	-0.6%	11%	-1	-7	-14%	-7%
CN(C)CCNC(=O)c1[nH]nc2c1CCc1ccccc1-2	0	-2	1%	15%	-9	?	8%	1	-5	.	1%
CCCNc1c(NS(=O)(=O)c2ccc(Br)cc2)c(=O)oc2ccccc12	-6	0	6%	23%	-14	0.0%	8%	-22	25	.	-2%
COc1ccc([C@]23Cc4cc(OC)c(OC)cc4C(O2)C2=C(CC(C)(C)CC2=O)O3)cc1	i	-3	.	4%[11.7 µM]	.	-0.6%[9.22 µM]	5%[23 µM]	.	.	-1%[11.5 µM]	-1%[7.66 µM]
Cc1cc(C)cc(N2CC(C(=O)NC3CCCCC3)CC2=O)c1 (stereo not given)	-1	2	18%	-11%	2	-1.0%	-1%	-14	-6	0%	0%
CSc1nc2nc(C)c(CCC(=O)OCC(=O)Nc3ccc(F)cc3)c(C)n2n1	2	.	.	.	8	-0.2%	.	-16	30	.	0%
COc1cc(/C=C/C(=O)O)cc(S(=O)(=O)Nc2cc(C(F)(F)F)ccc2N2CCOCC2)c1OC	.	.	.	.	-14	-0.2%	.	-11	-14	.	2%
COc1ccccc1C(=O)NCCC(=O)NCC(C)(C)N1CCOCC1	1	.	-3%	.	-1	-1.1%	-3%	.	12	-5%	1%
COc1ccc(S(=O)(=O)N2CCOCC2)cc1NC(=O)CSc1nnc(C2CC2)n1C1CC1	0	.	.	.	-1	0.0%	.	-4	-3	.	1%
CC(=O)Nc1nnc(SCC(=O)NCC2CCCO2)s1 (stereo not given)	-1	-2	1%	1%	2	0.1%	-2%	22	5	-6%	0%
O=C(COc1ccccc1[N+](=O)[O-])Nc1ccc2c(c1)CCC2	?	.	.	.	10	0.0%	.	16	-8	.	3%
COc1ccc(CNC(=O)CSc2n[nH]c(C)c2[N+](=O)[O-])cc1	5	0	-2%	-5%	-23	-0.7%	-2%	24	-1	-12%	1%
CC(C)C(=O)Nc1ccc(-c2nc3ccccc3c(=O)o2)cc1	1	-1	3%	0%	-14	-0.6%	6%	14	-12	-1%	-3%
CC(C)(CSc1ccccn1)NS(=O)(=O)c1ccc(Cl)cc1	12	0	0%	-22%	-14	0.2%	11%	-17	-2	-3%	2%
COc1ccc(C(CC(=O)Nc2ccc(F)cc2)c2ccccc2)cc1 (stereo not given)	?	-1	-1%	?	-3	-0.9%	19%	-31	-1	10%	1%
Cc1csc(NC(=O)CSC2=NCCS2)n1	-4	.	-5%	.	-22	0.0%	-1%	-2	-1	13%	4%

Part of the list above in order of length of the SMILES, rising:
SMILES	TRPV1 ag	Coupling enz	GALK inhibitor	Menin-MLL TR inh	Giardia kill	B2AR arrestin	MLL CXXC-DNA inh	KCNH2 3.1 inh	hERG WT inh	PKM2 act	USP2a block
COc1ccc(C(CC(=O)Nc2ccc(F)cc2)c2ccccc2)cc1 (stereo not given)	?	-1	-1%	?	-3	-0.9%	19%	-31	-1	10%	1%
O=C(COc1ccccc1[N+](=O)[O-])Nc1ccc2c(c1)CCC2	?	.	.	.	10	0.0%	.	16	-8	.	3%
CSc1nc2nc(C)c(CCC(=O)OCC(=O)Nc3ccc(F)cc3)c(C)n2n1	2	.	.	.	8	-0.2%	.	-16	30	.	0%

Full records from above. Order of screens: TRPV1 ag	Coupling enz	GALK inhibitor	Menin-MLL TR inh	Giardia kill	B2AR arrestin	MLL CXXC-DNA inh	KCNH2 3.1 inh	hERG WT inh	PKM2 act	USP2a block
`CC(C)(CSc1ccccn1)NS(=O)(=O)c1ccc(Cl)cc1` across the screens: 12	0	0%	-22%	-14	0.2%	11%	-17	-2	-3%	2%
`COc1ccc(CNC(=O)CSc2n[nH]c(C)c2[N+](=O)[O-])cc1` across the screens: 5	0	-2%	-5%	-23	-0.7%	-2%	24	-1	-12%	1%

(further entries)
SMILES	TRPV1 ag	Coupling enz	GALK inhibitor	Menin-MLL TR inh	Giardia kill	B2AR arrestin	MLL CXXC-DNA inh	KCNH2 3.1 inh	hERG WT inh	PKM2 act	USP2a block
O=C(NN=C1CCCC1)c1sc2ccccc2c1Cl	-4	7	11%	-1%	5	-0.2%	1%	1	10	0%	0%
Cc1cc(C)cc(NC(=O)C(=O)NCc2ccccn2)c1	11	1	1%	2%	-2	-0.5%	7%	0	-3	1%	6%
CCCn1c(CC)nc([N+](=O)[O-])c1Sc1ccc(F)cc1	-5	-9	.	?	-12	-1.0%	-2%	3	-9	-1%	2%
COc1cccc2cc(C(=O)NCc3ccccn3)c(=O)oc12	-2	-1	-1%	10%	2	-0.7%	4%	4	4	2%	2%
Cc1ccc(NCc2nnc(SCC(=O)N(Cc3ccccc3)C(C)(C)C)o2)c(C)c1	-2	2	-1%	-3%	-2	-1.0%	-3%	-6	-2	2%	1%
CC(=O)Nc1ccc(NC(=O)c2ccccc2Nc2ccccc2)cc1	3	-1	15%	?	9	-0.4%	1%	17	2	1%	-2%
Cc1cc(C)nc(NS(=O)(=O)c2ccc(NC(=O)COc3ccccc3)cc2)n1	1	3	-2%	1%	4	0.3%	18%	-2	-10	2%	3%
Cc1cc(C)cc(NC(=O)C(C)N2C(=O)c3ccccc3C2=O)c1 (stereo not given)	-1	1	-7%	13%	-11	0.3%	-5%	0	-2	4%[11.5 µM]	5%
CCc1ccccc1NC(=O)C(Cc1cccc(OC)c1OC)c1nn[nH]n1 (stereo not given)	-5	5	-1%	1%	-12	0.1%	8%	-5	-7	-3%	0%
CCc1ccc(OCCCC(=O)Nc2nccs2)cc1	10	0	1%	17%	18	0.1%	4%	-1	-13	3%	5%
CC(=O)Nc1ccc(S(=O)(=O)N(CCO)Cc2ccccc2)cc1	-3	6	0%	14%	-12	0.1%	22%	1	3	10%	-1%
CSCCC(=O)N1CC[C@@H](N2CCN(c3ccccc3F)CC2)[C@H](O)C1	0	0	-1%	-7%	?	-0.4%	-13%	11	3	-5%	-2%
COc1ccc(Br)cc1/C=N/NC(=O)C[n+]1ccccc1	-1	2	.	1%	-16	-0.2%	36%[activator]	-6	0	.	0%
O=C(Nc1ccccc1)Nc1ccc(C(F)(F)F)cn1	15	1	0%	.	19	-0.3%	1%	-2	-7	2%	1%
CCc1c(C(=O)NNC(=S)NCC(C)C)csc1C	19	-1	0%	3%	2	.	23%	9	-5	0%	.
CC(=O)Nc1ccc(NC(=O)CSc2ccc(-c3ccc4c(c3)OCO4)nn2)cc1	-3	2	-1%	14%	-15	-0.1%	14%	-17	4	-6%	0%
Cc1nc(NCc2ccccc2)c(C(N)=O)c2c1COC(C)(C)C2	-3	0	3%	-5%	-24	5.3%	8%	-3	-7	-6%	0%
CN(c1ccccc1)S(=O)(=O)c1ccc(C(=O)NCc2ccccn2)cc1	6	2	8%	-5%	-3	0.0%	-5%	9	-5	-9%	1%
CCN(CC)C(=O)c1ccccc1NS(=O)(=O)c1cccs1	-3	.	-2%	.	-14	0.2%	-5%	5	-10	-2%	2%
CSc1ccc(Cl)c(C(=O)Nc2ccc(N3CCOCC3)cc2)c1	7	1	7%	-11%	-19	0.0%	0%	-4	-4	-1%	2%

Screens as filed in PubChem.

Only part of the results is shown, so the mix of outcomes need not match the whole.
